# Screening results: PubChem BioAssay, National Center for Advancing Translational Sciences (NCATS)
# IDH1 R132H inh: inhibitors of human mutant IDH1 R132H; O75874; IDH1-R132H enzyme, NADPH consumption, diaphorase/resazurin fluorescence; Potency, µM (titrated, usually from 76.6 µM), without a hit: at the top dose activity change, negative = inhibition, usual class: inhibitors; 390,000 tested, 0.093% active; further: potency means the concentration at half of the fitted maximal effect; on the % scale 0 is the no-effect control and ±100 the full control effect; nearly all actives have a fitted effect of over 65% in size
#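 IDH1-R132H (0.5 ug/mL dispensed) in pH 7.5 Tris buffer was preincubated 30 min with compound, then given a substrate mix of 0.016 mM NADPH and 2 mM alpha-KG for 80 min at room temperature; remaining NADPH was read by diaphorase/resazurin fluorescence.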
# D2 antag: antagonizes the human D2 dopamine receptor. inhibition, % at 10 µM. HEK293 TREx D2 cells, calcium flux, dopamine EC80. AID 485344. P14416. 340,000 tested, 2% active; in the data active means inhibition above about 30%; further: 0% is about no effect
#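 Compounds are added to dye-loaded, induced HEK293 T-REx cells coupled to calcium release via D2; after a 3 min kinetic read an EC80 dopamine stimulus is given and fluorescence is recorded for 3 more min.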
# Pin1 inhibitor: human Pin1 inhibition; Q13526; Pin1 FP peptide displacement, HiFluor488, 10 min; Potency, µM (titrated, usually from 115 µM), for the others: at the top dose activity, negative = inhibition, actives largely listed as inhibitors; 390,000 tested, 0.009% active; active means well fitted inhibition curve with a large enough effect in the polarisation, with a control signal flat, not every such curve was filed as active; inconclusive means small, poorly fitted or top-dose-only effect, or effect the other way, or a change in a side signal; inactive means no such curve, though single readings can be large or run the other way; the % refers to the polarisation; further: potency means the concentration at half of the fitted maximal effect; on the % scale 0 is the no-effect control and ±100 the full control effect
# Target sequence (Q13526 whole entry, looked up): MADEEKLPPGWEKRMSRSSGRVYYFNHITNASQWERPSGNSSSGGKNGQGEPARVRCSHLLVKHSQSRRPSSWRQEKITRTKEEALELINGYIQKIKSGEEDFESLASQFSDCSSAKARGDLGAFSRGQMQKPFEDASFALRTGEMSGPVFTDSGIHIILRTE
# USP1 inh: blocks the human USP1/UAF1 deubiquitinase complex. Potency, µM (top dose mostly 57.1 µM), without a hit: at the highest dose activity change, negative = inhibition, actives largely listed as inhibitors. recombinant USP1/UAF1, Ub-Rhodamine cleavage fluorescence. O94782. 390,000 tested, 0.23% active; further: potency means the concentration at half of the fitted maximal effect; on the % scale 0 is the no-effect control and ±100 the full control effect; nearly all actives have a fitted effect of over 60% in size; inactives centre near -12
# Target sequence (O94782 whole entry, looked up): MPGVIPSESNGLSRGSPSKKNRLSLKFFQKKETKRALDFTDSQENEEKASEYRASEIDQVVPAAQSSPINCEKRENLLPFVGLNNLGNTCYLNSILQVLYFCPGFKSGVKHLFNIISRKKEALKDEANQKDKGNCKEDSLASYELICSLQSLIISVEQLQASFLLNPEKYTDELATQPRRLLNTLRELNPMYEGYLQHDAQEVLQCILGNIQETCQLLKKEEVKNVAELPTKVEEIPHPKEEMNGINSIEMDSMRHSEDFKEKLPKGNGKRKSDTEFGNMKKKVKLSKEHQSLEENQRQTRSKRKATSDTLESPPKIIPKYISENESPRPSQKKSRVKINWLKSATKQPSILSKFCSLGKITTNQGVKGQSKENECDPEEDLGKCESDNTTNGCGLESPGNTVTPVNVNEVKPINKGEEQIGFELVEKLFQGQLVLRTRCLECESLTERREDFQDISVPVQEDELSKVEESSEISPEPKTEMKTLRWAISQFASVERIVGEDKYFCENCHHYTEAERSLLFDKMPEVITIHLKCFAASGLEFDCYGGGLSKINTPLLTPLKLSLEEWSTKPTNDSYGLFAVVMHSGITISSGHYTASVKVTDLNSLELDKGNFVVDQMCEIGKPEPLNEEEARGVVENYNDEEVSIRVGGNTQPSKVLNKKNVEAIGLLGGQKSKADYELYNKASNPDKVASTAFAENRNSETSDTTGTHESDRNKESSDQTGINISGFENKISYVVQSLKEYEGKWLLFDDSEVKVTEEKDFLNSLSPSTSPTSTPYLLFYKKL
#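 High-throughput fluorogenic screen: 1nM USP1/UAF1 complex, Ub-Rho substrate 150nM final, 50mM HEPES pH 7.8 with 0.5mM EDTA, 0.1 mg/ml BSA, 1mM TCEP and 0.01% Tween-20.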
# D2 ag: agonists of human D2 dopamine receptor; HEK293 T-REx D2 cells, calcium flux agonist mode; activation, % at 2 µM; P14416; 340,000 tested, 0.53% active; AID 485358;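 active means activation over 3 SD above normal in the single-dose calcium agonist read, cut at about 30% in these data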; further: 0% is about no effect
#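 Agonism scored from kinetic calcium signal (1 read/sec, 180 s) following compound pin transfer, after a 10 s baseline. Cells: HEK293 Trex line expressing inducible D2 receptor coupled to calcium, dye-loaded after overnight culture at 30 C.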
# TrxR1 substrate: is turned over as a substrate by rat TrxR1; O89049; purified TrxR1 substrate turnover, NADPH consumption readout; Potency, µM (top dose mostly 114 µM), for the others: at the top dose activity change, negative = substrate turnover; 390,000 tested, 0.01% active; further: potency means the concentration at half of the fitted maximal effect; on the % scale 0 is the no-effect control and ±100 the full control effect; nearly all actives have a fitted effect of over 50% in size
#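 Rat TrxR1, dispensed at 90 nM, was prereduced with 400 uM NADPH (final) for 5 min at ~22 deg C, then incubated with compound 15 min before 400 uM selenite. A first-read NADPH fluorescence drop versus no-compound background flagged substrates.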
# rTrxR1 inhibitor: rat TrxR1 inhibition | Potency, µM (highest dose often 114 µM), inactives show at the highest dose activity change, negative = inhibition, hits mostly inhibitors | AID 588453 | 390,000 tested, 1% active | recombinant rTrxR1, NADPH fluorescence consumption, selenite substrate; further: potency means the concentration at half of the fitted maximal effect; on the % scale 0 is the no-effect control and ±100 the full control effect; nearly all actives have a fitted effect of over 65% in size
#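 Rat TrxR1 (90 nM in the dispensed reagent) was pre-reduced with 400 uM NADPH for 5 min at room temperature, then incubated with compound for 15 min. After 400 uM selenite was added, NADPH fluorescence (Ex 340/Em 450 nm) was followed for 8 min.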
# TRHR PAM: allosterically enhances the human TRH receptor | AID 493056 | 360,000 tested, 0.66% active | P34981 | TRHR cells, fluo-8 calcium fluorescence, EC20 TRH enhancement | enhancement, % at 2 µM; in the data active means enhancement above about 30%; further: 0% is about no effect
#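 TRHR-expressing cells loaded with fluo-8 calcium dye were read kinetically (ex 480/em 530) during compound addition, then stimulated with an EC20 of TRH (10 nM final). Enhancement of the Gq-mediated intracellular calcium response was scored.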
# TRHR ag: activates the human TRH receptor; AID 493084; TRHR cells, calcium flux fluo-8, FDSS agonist mode; 360,000 tested, 0.18% active; activation, % at 2 µM; P34981; in the data active means activation above about 30%; further: 0% is about no effect
#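 Fluo-8-loaded TRHR cells; 10 s baseline, compound added, kinetic Ca2+ fluorescence read 1/s, agonist mode.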
# Starred values were filed as active, the others as inactive; ? = inconclusive; . = no result given; [ ] = dose if it differs, or a comment. Unless noted, the call rests on the fitted dose curve; in most records, active means well fitted inhibition curve with a large enough effect; inconclusive means small, poorly fitted or top-dose-only effect; inactive means no such curve, though single readings can be large or run the other way. Some of the compounds tested, so the mix of outcomes need not match the whole.
canonical_smiles	IDH1 R132H inh	D2 antag	Pin1 inhibitor	USP1 inh	D2 ag	TrxR1 substrate	rTrxR1 inhibitor	TRHR PAM	TRHR ag
O=C(Nc1cccc(-n2cccn2)c1)C1CCCN(Cc2ccc(C#CCCO)cc2)C1 (configuration not stated)	-1%	9	-2%	-18%	0.8	1%	0%	-2	2.4
O=C1CCC(C(=O)Nc2ccc(OC(F)F)cc2)N1 (configuration not stated)	1%	-9	-13%	-21%	1.2	11%	20%	3	0.7
NS(=O)(=O)c1ccc(N=Nc2ccc(O)c3ncccc23)cc1	11%	-3	?	-24%	0.0	0%[57.1 µM]	13%[2.29 µM]	10	-1.7
CC1C=CCC2C(=O)N(c3ccccc3OC(=O)c3cccs3)C(=O)C12 (configuration not stated)	-1%	13	-4%	-8%	0.1	-7%	8%	5	-0.6
O=C(C#Cc1ccccc1)NCc1ccccc1F	5%	-11	4%	-2%	-1.2	-1%	6%	-7	-2.8
C=CCNC(=O)C1CC2Cn3c(nc4cc5ccccc5cc43)C2N1C (configuration not stated)	1%[38.3 µM]	18	6%	-13%	0.0	4%	-16%	11	0.0
O=C(NC1CCCCC1)C(c1ccc(F)cc1)N(CCN1CCOCC1)C(=O)c1ccc(-c2ccccc2)[nH]1 (configuration not stated)	-6%	-6	-7%	-8%	-0.5	9%[11.4 µM]	21%[11.4 µM]	18	0.2
CC(=O)NCCc1ccc(S(=O)(=O)Nc2ccc(NC(=O)c3ccc(F)cc3)cc2)cc1	5%	-4	1%	-21%	-0.1	3%	12%	-1	0.1
Cc1cc(SCC(=O)Nc2cccc(S(=O)(=O)NC3=NCCCCC3)c2)c(C)cc1Br	-1%	2	14%	-17%	-0.1	-3%[57.1 µM]	-5%[57.1 µM]	-1	0.3
CCN(CC)c1ccc(CNc2nc3ccccc3n2CCN2CCCCC2)cc1	0%	18	-5%	-14%	-0.7	-12%	-9%	-11	-0.8
CCOC(=O)c1cnc(N2CCN(C(=O)OCC)CC2)[nH]c1=O	7%	-17	-4%	-20%	-0.4	-12%	-13%	-1	0.4
COc1ccc(S(=O)(=O)N2CC(C)N(C(=O)N3CCOCC3)C2)cc1 (configuration not stated)	17%	2	1%	-9%	-0.1	-2%	1%	24	-1.3
O=C(c1ccco1)N1N=C(c2cccs2)CC1c1ccc(F)cc1 (configuration not stated)	1%	-24	2%	?	0.5	-6%	-27%	5	1.4
C=C(C)Cn1c(=O)c2c(nc3n2CCN3c2cccc(Cl)c2C)n(C)c1=O	5%	5	-2%	-8%	0.7	-10%	-11%	-2	-1.1
Cc1ccc(CNC(=O)CN2C(=O)CSc3c2c(C)nn3-c2ccccc2)cc1	4%	.	3%	?	2.3	-3%[57.1 µM]	5%[57.1 µM]	-4	-0.6
Cc1c(CC(=O)NCCCC(=O)O)c(=O)oc2cc3c(cc12)CCC(C)(C)O3	-6%	20	-5%	-22%	-1.5	419%[activator]	16%	-5	-0.2
CC(=O)Nc1ccccc1-c1nc2ccccc2nc1OCC(=O)c1ccc(Cl)cc1	1%	3	-10%	0%	-0.7	-6%	-7%	3	-0.6
Fc1cccc(F)c1-n1c(CN2CCCC2)csc1=S	13%	13	0%	2%	0.5	5%[57.1 µM]	10%[57.1 µM]	-5	-0.6
CCOC(=O)C(=O)NC(C)c1ccccc1 (configuration not stated)	9%	-18	4%	-20%	-0.7	3%[57.1 µM]	11%[57.1 µM]	-3	-0.2
CCOc1ccc(OCC(=O)OCC(=O)Nc2ccc3[nH]c(=O)[nH]c3c2)cc1	7%	8	2%	?	1.2	1%	11%	-5	0.2
Cc1cccc(N2CCN(CC(=O)NCC3CCCCC3)CC2)c1C	1%	.	0%	-12%	.	-2%[57.1 µM]	14%	10	0.2
CCOc1ccccc1-c1noc(CCC(=O)NC2CCCCC2)n1	0%	12	1%	-17%	0.2	8%	21%	-5	0.1
COc1cc(/C=N/O)cc(Br)c1OC	6%	-6	-6%	-5%	-0.5	-7%	-2%	12	-0.7
Cc1ccc(-c2csc(NC(=O)C3CSC4(C)CCC(=O)N34)n2)cc1 (configuration not stated)	1%	-3	-1%	-11%	-0.8	-12%	-13%	0	-0.2
CC(C)C[C@H](NC(=O)NCc1ccccc1Cl)C(=O)O	2%	-9	-9%	-10%	0.7	12%[57.1 µM]	4%[11.4 µM]	-2	0.1
CCc1nc2nc(C)c(NS(=O)(=O)c3ccc(C)cc3)c(=O)n2[nH]1	-5%	.	1%	4%	-0.1	3%	7%	9	0.3
COc1ccc(-c2nc(-n3c(C)c(C(C)=O)c(C(C)=O)c3C)sc2C)cc1OC	0%	8	0%	-8%	-0.3	3%	11%	5	-1.5
COc1ccc(-c2occ(C(=O)O)c2C(=O)O)cc1	5%	8	-2%	-16%	-0.9	4%	-3%	0	0.3
NCCCCC(=O)O	35%[activator]	-15	1%	-10%	-1.0	-8%[57.1 µM]	-9%[57.1 µM]	-5	0.1
COc1ccc(S(=O)(=O)N2CCC(C(=O)Oc3cccc(C)c3)CC2)cc1OC	-9%	-8	0%	-5%	0.3	-6%	26%	3	-1.0
CNc1nc(-c2ccccc2)nnc1C(F)(F)F	5%	2	-12%	-9%	-0.3	-8%	-4%	-2	-0.4
O=c1c2ccc(Cl)cc2nc2n1CC/C2=C\c1cccc(O)c1	0%	-22	?	-19%	2.6	11%	21%	-2	1.0
COc1cc(CN2CCC(C(=O)NCC(C)(C)CN(C)C)CC2)ccc1OCc1ccccc1	-8%	-8	-3%	-4%	0.7	-5%	2%	23	0.5
COc1ccc(-c2cc(OC(=O)c3cccc(Cl)c3)c3c(C)oc(C)c3c(=O)c2)cc1	-2%	.	0%	-12%	3.4	-3%	?	4	-0.9
COC(=O)c1ccc(C2NC(=O)CCC2[N+](=O)[O-])cc1 (configuration not stated)	1%	3	1%	-9%	-0.2	8%	30%	-1	-0.1
CN(C)c1ccc(CNC(=O)C2COc3ccccc3C2)cc1 (configuration not stated)	-14%	.	5%	-22%	.	4%[57.1 µM]	17%[57.1 µM]	-2	-0.6
O=C1c2oc3ccccc3c(=O)c2C(c2cccc(O)c2)N1CCCN1CCOCC1 (configuration not stated)	5%	-8	6%	?	-0.8	4%	45µM*	-4	0.6
CC1=C(C(=O)Nc2ccccc2F)C(c2cccs2)NC(=S)N1 (configuration not stated)	0%	0	5%	-18%	1.1	-4%[57.1 µM]	1%[57.1 µM]	-9	0.7
CC(=O)Nc1cccc(C(=O)N/N=C/c2ccc(F)cc2)c1	2%	-1	3%	-9%	0.8	0%[57.1 µM]	6%[57.1 µM]	-1	0.0
CC[C@]12c3[nH]c4cc(-c5ccco5)ccc4c3CCN1C(=O)[C@@H](CC(=O)NCCC1=CCCCC1)C[C@@H]2C(=O)N1CCN(C(=O)c2ccco2)CC1	6%[38.3 µM]	.	11%	-25%	.	28%	?	.	.
CCOC(=O)c1c(N2C(=O)C=CC2=O)sc(C)c1C	6%	-9	11%	?	1.2	6%	2.2µM*	-3	1.1
O=C(COC(=O)CCc1ccccc1)Nc1ncc(Cl)cc1Cl	2%	5	1%	-8%	-0.7	5%	10%	0	-1.0
CC(=O)c1ccc(NC(=O)CSc2ccsc2[N+](=O)[O-])cc1	-4%	3	?	-3%	1.0	-8%	-24%	-4	-0.3
Cn1c(SCC(=O)c2ccc3c(c2)OCO3)nnc1C1COc2ccccc2O1 (configuration not stated)	5%	1	5%	-18%	0.7	4%	-10%	6	-0.2
O=C(COc1cccc2ccccc12)N/N=C/C=C/c1ccccc1	12%	-3	-2%	-17%	-0.2	4%	11%	3	0.1
COc1ccc(-c2cc(C(=O)Nc3nc4ccccc4s3)c3ccccc3n2)cc1OC	9%	-14	30%	-11%	0.0	7%	36%	-4	0.1
CCc1cc2c(=O)n(C(C)C(=O)OC3CCCCC3)cnc2s1 (configuration not stated)	3%	9	1%	1%	0.4	-5%[57.1 µM]	-3%[57.1 µM]	2	-1.9
Cc1ccc(C(=O)Nc2nc(-c3ccc([N+](=O)[O-])cc3)cs2)o1	5%	-12	1%	-17%	0.1	5%[11.4 µM]	-13%[11.4 µM]	-6	-0.1
Cc1cccc(C(c2sc3nc(-c4ccco4)nn3c2O)N2CCOCC2)c1 (configuration not stated)	-3%	.	-8%	2%	1.3	6%[57.1 µM]	13%[57.1 µM]	19	-0.1
CCN(CC)CCNC(=O)c1ccc(-n2c(C)cc3c2CCCC3=O)cc1	0%	8	-5%	-9%	1.8	0%	2%	8	-0.1

# Compound profiles (already shown):
# Shown for COc1ccc(-c2occ(C(=O)O)c2C(=O)O)cc1 = IDH1 R132H inh = 5%; D2 antag = 8; Pin1 inhibitor = -2%; USP1 inh = -16%; D2 ag = -0.9; TrxR1 substrate = 4%; rTrxR1 inhibitor = -3%; TRHR PAM = 0; TRHR ag = 0.3
# Shown for CC(=O)c1ccc(NC(=O)CSc2ccsc2[N+](=O)[O-])cc1 = IDH1 R132H inh = -4%; D2 antag = 3; Pin1 inhibitor = ?; USP1 inh = -3%; D2 ag = 1.0; TrxR1 substrate = -8%; rTrxR1 inhibitor = -24%; TRHR PAM = -4; TRHR ag = -0.3

# Next compounds follow.
canonical_smiles	IDH1 R132H inh	D2 antag	Pin1 inhibitor	USP1 inh	D2 ag	TrxR1 substrate	rTrxR1 inhibitor	TRHR PAM	TRHR ag
O=C(Nc1ccccc1)c1cccnc1Nc1ccccc1	-1%	4	3%	-7%	-0.2	3%	13%	48*	0.2
Cc1cc(NC(=O)COc2cccc([N+](=O)[O-])c2)no1	-6%	7	-1%	-12%	0.1	-4%	3%	-4	1.7
COc1ccc(C2OC(=O)CC2C(=O)N2CCN(c3cc(Cl)ccc3C)CC2)cc1OC (configuration not stated)	-6%	17	4%	-11%	-0.1	2%[57.1 µM]	10%[57.1 µM]	-7	0.0
Cc1ccc(NC(=O)CSc2nnc(CCCCCNC(=O)OC(C)(C)C)o2)c(C)c1	-2%	-7	-3%	5%	0.2	-3%	12%	2	-0.3
